CXCR6 block: CXCR6 (human) receptor inhibition; O00574; CHO-K1 PathHunter CXCR6 beta-arrestin, luminescence; inhibition, % at 20 µM; actives 0.36% (n = 360,000); in the data active = inhibition above about 34%, passing the limit was not always enough;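 also: antagonist mode with CXCL16 agonist at 10 nM final; 0% = 10 nM CXCL16 with DMSO and 100% = unstimulated wells without agonist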
Gli-Sufu antag: blocks Gli-Sufu signaling in a luciferase reporter; Sufu-KO-LIGHT fibroblasts, Gli luciferase reporter luminescence; inhibition, % at 5 µM; actives 0.74% (n = 340,000); AID 588413;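 active = inhibition above about 55%, limit read from the data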;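 also: 0% = DMSO-treated cells and 100% = wells with medium but no cells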
UBC13 polyUb: human UBC13 polyubiquitination inhibition | AID 485273 | inhibition, % at 20 µM | P61088 | UBC13 polyubiquitin chain formation, TR-FRET | actives 0.47% (n = 330,000); in the data active = inhibition above about 45%, passing the limit was not always enough
Target sequence (P61088 whole entry, looked up): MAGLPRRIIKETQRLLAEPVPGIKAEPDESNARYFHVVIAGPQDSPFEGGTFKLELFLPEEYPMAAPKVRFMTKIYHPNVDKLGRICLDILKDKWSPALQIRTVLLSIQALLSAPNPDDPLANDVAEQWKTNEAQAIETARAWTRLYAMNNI
697 NFkB inh: inhibitors of the PMA/ionomycin-induced NF-kB reporter in 697 B cells; 697 B-cell NF-kB luciferase reporter, 16 h; inhibition, % at 4 µM; AID 435022; actives 0.33% (n = 330,000); in the data active = inhibition above about 35%
Jurkat NFkB inh: lowers PMA/ionomycin-induced NF-kB signal in Jurkat cells | PMA/ionomycin-induced NF-kB luciferase reporter, luminescence | actives 0.53% (n = 330,000) | inhibition, % at 4 µM; in the data active = inhibition above about 50%
EBI2 antag: EBI2 (human) antagonism | P32249 | EBI2 beta-arrestin recruitment, luminescence, 7a,25-OHC stimulated | inhibition, % at 5 µM | actives 0.81% (n = 360,000); in the data active = inhibition above about 38%;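 also: enzyme fragment complementation signal reports receptor beta-arrestin coupling in cells; 0% = agonist plus DMSO wells and 100% = wells without agonist; some results beyond the cut were filed as inactive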
APJ antagonist: antagonists of human APJ apelin receptor; CHO-K1 APJ beta-arrestin complementation, luminescence; inhibition, % at 20 µM; actives 0.32% (n = 330,000); AID 2521;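 active = inhibition above about 40% at 20 µM, limit read from the data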;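 also: cells challenged with 10 nM apelin-13 agonist together with compound; plate controls were apelin-13 plus DMSO wells for no effect and DMSO wells lacking apelin-13 for full effect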
Target sequence (P35414 whole entry, looked up): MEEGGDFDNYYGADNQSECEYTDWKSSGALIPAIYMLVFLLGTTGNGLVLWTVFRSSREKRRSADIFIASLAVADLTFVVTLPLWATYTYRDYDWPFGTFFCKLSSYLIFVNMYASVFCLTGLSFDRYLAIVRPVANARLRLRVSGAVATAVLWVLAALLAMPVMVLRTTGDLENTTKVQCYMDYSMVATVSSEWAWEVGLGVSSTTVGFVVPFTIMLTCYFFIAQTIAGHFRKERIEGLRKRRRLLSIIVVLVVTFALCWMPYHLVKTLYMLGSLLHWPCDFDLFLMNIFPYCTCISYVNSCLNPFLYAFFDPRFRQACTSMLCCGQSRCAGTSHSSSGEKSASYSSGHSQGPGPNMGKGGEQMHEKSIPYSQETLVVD
CCR6 antag: blocks CCL20-driven beta-arrestin recruitment at human CCR6. inhibition, % at 20 µM. actives 0.49% (n = 340,000). CHO-K1 CCR6 PathHunter beta-arrestin, luminescence, CCL20-stimulated. P51684. AID 493098;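 active = compounds whose inhibition of the agonist-driven luminescence signal at 20 µM reaches about 50%, limit read from the data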;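 also: cells stimulated with CCL20 at 14 nM final; plate controls were DMSO with CCL20 for no effect and DMSO without agonist for full effect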
Target sequence (P51684 whole entry, looked up): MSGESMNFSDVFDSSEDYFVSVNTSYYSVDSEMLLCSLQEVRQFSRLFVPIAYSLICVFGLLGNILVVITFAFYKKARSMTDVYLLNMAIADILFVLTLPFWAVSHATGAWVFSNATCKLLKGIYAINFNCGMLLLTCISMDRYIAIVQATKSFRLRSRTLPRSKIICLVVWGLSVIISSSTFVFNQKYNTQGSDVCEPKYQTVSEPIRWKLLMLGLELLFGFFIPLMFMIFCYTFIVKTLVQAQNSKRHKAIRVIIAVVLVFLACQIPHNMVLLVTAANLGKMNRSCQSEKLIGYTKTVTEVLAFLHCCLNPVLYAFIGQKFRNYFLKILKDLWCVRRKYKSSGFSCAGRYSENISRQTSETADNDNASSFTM
Active calls of the source: *.

Screening CC(C)(C)C(=O)Cn1c(NCCO)nc2ccccc21 returned CXCR6 block -8.8, Gli-Sufu antag 1.3, UBC13 polyUb 8.0, 697 NFkB inh 5.3, Jurkat NFkB inh -6.1, EBI2 antag 1.1, APJ antagonist 13.3 and CCR6 antag 14.6.
Screening COc1ccc(NC(=O)CCc2nc3ccccc3[nH]2)cc1 returned CXCR6 block -5.2, Gli-Sufu antag -2.6, UBC13 polyUb -6.2, 697 NFkB inh -1.0, Jurkat NFkB inh -3.1, EBI2 antag 6.5, APJ antagonist -11.0 and CCR6 antag 11.9.
Screening CCOc1ccc(NC(=O)[C@@H](NC(=O)OCc2ccccc2)[C@@H](C)CC)cc1 returned CXCR6 block 6.6, Gli-Sufu antag 2.9, UBC13 polyUb -3.4, 697 NFkB inh 5.2, Jurkat NFkB inh -0.3, EBI2 antag -9.7, APJ antagonist 7.5 and CCR6 antag 3.8.
O=C(Nc1cccc(-c2cn3ccccc3n2)c1)C1CC1 was read as CXCR6 block -10.8, Gli-Sufu antag -19.8, UBC13 polyUb -9.2, 697 NFkB inh -4.6, Jurkat NFkB inh -24.9, EBI2 antag -10.1, APJ antagonist -6.2 and CCR6 antag -3.8.
Screening CC(=O)c1c(C)[n+]([O-])c2ccc3c(non3O)c12 returned CXCR6 block 13.5, Gli-Sufu antag -4.3, UBC13 polyUb -23.5, 697 NFkB inh 5.8, Jurkat NFkB inh -0.3, EBI2 antag 1.4, APJ antagonist 20.7 and CCR6 antag 15.5.
COc1cc(NC(=O)CSc2nc3[nH]c(=O)cc(O)c3s2)cc(OC)c1OC was read as CXCR6 block 0.7, UBC13 polyUb -1.0, 697 NFkB inh 5.4, Jurkat NFkB inh -3.9, EBI2 antag -7.6, APJ antagonist 5.3 and CCR6 antag 5.1.
`CC1CC(C)(C)CC2(C1)NC(=O)N(CC(=O)NCCc1c[nH]c3ccccc13)C2=O` (stereo unspecified) gave CXCR6 block 1.4, Gli-Sufu antag 10.6, UBC13 polyUb 0.1, 697 NFkB inh -9.5, Jurkat NFkB inh -10.0, EBI2 antag 9.1, APJ antagonist -0.5 and CCR6 antag 9.1.
N#C/C(=C\c1ccc(Cl)s1)C(=O)N1CCN(c2ccccc2)CC1 was read as CXCR6 block 4.3, Gli-Sufu antag -4.1, UBC13 polyUb -10.5, 697 NFkB inh -1.3, Jurkat NFkB inh 13.0, EBI2 antag 21.2, APJ antagonist 8.0 and CCR6 antag 12.4.
For COc1ccc(CN2CCNC(=O)C2CC(=O)N(C)Cc2nonc2C)c(F)c1 (stereo unspecified) the results were CXCR6 block 5.5, Gli-Sufu antag 3.3, UBC13 polyUb -11.4, 697 NFkB inh -2.4, Jurkat NFkB inh 18.4, EBI2 antag -3.6, APJ antagonist 10.9 and CCR6 antag 4.7.
Screening COc1ccc2nc(Nc3ccc4c(c3)OCO4)sc2c1 returned CXCR6 block -6.8, Gli-Sufu antag -70.0, UBC13 polyUb 5.5, 697 NFkB inh -126.2, Jurkat NFkB inh -77.5, EBI2 antag 3.6, APJ antagonist -5.4 and CCR6 antag -2.9.
For Cc1noc(C)c1C(=O)N1CCN(CCc2ccccc2)CC1 the results were CXCR6 block -1.8, Gli-Sufu antag 11.9, UBC13 polyUb 3.7, 697 NFkB inh 20.5, Jurkat NFkB inh 9.0, EBI2 antag -2.2, APJ antagonist 13.3 and CCR6 antag 2.2.
`COc1ccc(-n2c(=O)c3ccccc3n(CC(=O)OCc3ccccc3)c2=O)cc1OC` gave CXCR6 block 5.9, Gli-Sufu antag -1.0, UBC13 polyUb 6.6, 697 NFkB inh 0.3, Jurkat NFkB inh 5.5, EBI2 antag -1.2, APJ antagonist -6.1 and CCR6 antag 10.8.
Cc1cccc(C(=O)N/N=C/c2ccc3c(c2)OCO3)n1 was read as CXCR6 block -2.7, Gli-Sufu antag 2.8, UBC13 polyUb -11.1, 697 NFkB inh -4.7, Jurkat NFkB inh -6.5, EBI2 antag -0.4, APJ antagonist -8.1 and CCR6 antag 2.3.
O=C(CC(=O)c1cccnc1)c1ccccc1 was read as CXCR6 block 4.0, Gli-Sufu antag 7.6, EBI2 antag -1.5 and CCR6 antag 17.8.
CC(=O)/C=C\c1ccc(OC(=O)c2cccnc2)cc1 was read as CXCR6 block 0.2, Gli-Sufu antag 4.0, UBC13 polyUb -3.7, 697 NFkB inh -6.6, Jurkat NFkB inh 10.2, EBI2 antag 4.2, APJ antagonist 7.2 and CCR6 antag -9.5.
For CCC(CO)Oc1cc(NCc2ccccc2O)c2ncn(C(C)C)c2c1 (stereo unspecified) the results were CXCR6 block 4.1, Gli-Sufu antag -9.1, UBC13 polyUb -17.8, 697 NFkB inh 44.9*, Jurkat NFkB inh -8.6, EBI2 antag -32.3, APJ antagonist -23.4 and CCR6 antag -16.6.
CN(C)c1ccc(O)c2c1CC1CC3[C@@H](N(C)C)C(=O)C(C(N)=O)=C(O)[C@]3(O)C(=O)C1=C2O (stereo partly specified) was read as CXCR6 block -2.3, Gli-Sufu antag 22.4, UBC13 polyUb 16.7, 697 NFkB inh 14.0, Jurkat NFkB inh 8.2, EBI2 antag -8.3, APJ antagonist 2.9 and CCR6 antag 11.6.
CCOC(=O)N1CCN(C(=O)c2ccc3c(c2)N(CC)CCS3)CC1 was read as CXCR6 block 0.8, Gli-Sufu antag -12.9, UBC13 polyUb 34.4, 697 NFkB inh 19.9, Jurkat NFkB inh 15.6, EBI2 antag 2.1, APJ antagonist 6.4 and CCR6 antag 15.3.
`CC(Oc1ccc2ccc(=O)oc2c1)C(=O)NC1CCN(Cc2ccccc2)CC1` (stereo unspecified) gave CXCR6 block -9.0, Gli-Sufu antag 5.9, UBC13 polyUb -1.5, 697 NFkB inh 7.1, Jurkat NFkB inh -1.5, EBI2 antag 10.1, APJ antagonist -44.3 and CCR6 antag 4.2.
`CN(c1ccc(OCC(=O)OCC(=O)Nc2ccccc2)cc1)S(=O)(=O)c1cccs1` gave CXCR6 block -20.4, Gli-Sufu antag -0.3, UBC13 polyUb 10.5, 697 NFkB inh -7.3, Jurkat NFkB inh -0.2, EBI2 antag -11.9, APJ antagonist -17.0 and CCR6 antag 7.6.

The list goes on; it opens with the 3 that closed the last part.
CCOC(=O)N1CCN(C(=O)c2ccc3c(c2)N(CC)CCS3)CC1 was read as CXCR6 block 0.8, Gli-Sufu antag -12.9, UBC13 polyUb 34.4, 697 NFkB inh 19.9, Jurkat NFkB inh 15.6, EBI2 antag 2.1, APJ antagonist 6.4 and CCR6 antag 15.3.
`CC(Oc1ccc2ccc(=O)oc2c1)C(=O)NC1CCN(Cc2ccccc2)CC1` (stereo unspecified) gave CXCR6 block -9.0, Gli-Sufu antag 5.9, UBC13 polyUb -1.5, 697 NFkB inh 7.1, Jurkat NFkB inh -1.5, EBI2 antag 10.1, APJ antagonist -44.3 and CCR6 antag 4.2.
`CN(c1ccc(OCC(=O)OCC(=O)Nc2ccccc2)cc1)S(=O)(=O)c1cccs1` gave CXCR6 block -20.4, Gli-Sufu antag -0.3, UBC13 polyUb 10.5, 697 NFkB inh -7.3, Jurkat NFkB inh -0.2, EBI2 antag -11.9, APJ antagonist -17.0 and CCR6 antag 7.6.
For CC(=O)Nc1ccc(-c2csc(NC(=O)Cc3ccccc3F)n2)cc1 the results were CXCR6 block -2.2, Gli-Sufu antag -29.6, UBC13 polyUb 5.3, 697 NFkB inh 6.0, Jurkat NFkB inh -11.8, EBI2 antag 1.7, APJ antagonist 4.2 and CCR6 antag -2.4.
Screening O=C(NCc1ccc2c(c1)OCO2)C1CCCN1C(=O)Nc1ccccc1 (stereo unspecified) returned CXCR6 block 3.1, Gli-Sufu antag -1.3, UBC13 polyUb -4.3, 697 NFkB inh -4.1, Jurkat NFkB inh -5.4, EBI2 antag -0.9, APJ antagonist 13.8 and CCR6 antag -12.6.
Screening COc1ccccc1NC(=O)c1cc(S(=O)(=O)N2CCCC2)cn1C returned CXCR6 block 1.7, Gli-Sufu antag -7.2, UBC13 polyUb -3.0, 697 NFkB inh -2.1, Jurkat NFkB inh -6.3, EBI2 antag 2.4, APJ antagonist -8.1 and CCR6 antag -0.2.
For C1COCCNCCOCCOCCN1 the results were CXCR6 block 3.5, Gli-Sufu antag 3.6, UBC13 polyUb 2.1, 697 NFkB inh 8.2, Jurkat NFkB inh -7.7, EBI2 antag 3.7, APJ antagonist -4.1 and CCR6 antag 4.9.
Cc1cccc2sc(N(CCCN3CCOCC3)C(=O)CS(=O)(=O)c3ccc(F)cc3)nc12 was read as CXCR6 block -0.9, Gli-Sufu antag 9.2, UBC13 polyUb 10.6, 697 NFkB inh 11.7, Jurkat NFkB inh -11.0, EBI2 antag 3.2, APJ antagonist 9.0 and CCR6 antag 15.2.
Nc1ccc(C(=O)NCCCCCCNC(=O)c2ccc(N)cc2)cc1 was read as CXCR6 block 3.4, Gli-Sufu antag 7.8, UBC13 polyUb -2.7, 697 NFkB inh -0.8, Jurkat NFkB inh -6.4, EBI2 antag -11.7, APJ antagonist 13.5 and CCR6 antag 7.0.
O=C(NCCCN1CCN(c2cccc(Cl)c2)CC1)C1CCC(=O)N1Cc1ccccc1Cl (stereo unspecified) was read as CXCR6 block -1.9, Gli-Sufu antag -55.0, EBI2 antag 0.4 and CCR6 antag 6.8.
`Cc1cccc(-c2nnc(SCCC(=O)N3CCOCC3)o2)c1` gave CXCR6 block 4.2, Gli-Sufu antag 10.1, UBC13 polyUb 5.9, 697 NFkB inh 10.6, Jurkat NFkB inh -8.5, EBI2 antag -13.3, APJ antagonist 5.5 and CCR6 antag 7.7.
Cc1cccc(NC(=O)/C(=C\c2ccco2)NC(=O)c2ccccc2)c1 was read as CXCR6 block 4.6, Gli-Sufu antag 10.1, UBC13 polyUb -0.4, 697 NFkB inh 10.3, Jurkat NFkB inh 1.0, EBI2 antag 1.9, APJ antagonist 12.2 and CCR6 antag 6.0.
`CCCOc1ccc(C2C3=C(Nc4nc(N)[nH]c(=O)c42)c2ccccc2C3=O)cc1` (stereo unspecified) gave CXCR6 block 15.4, Gli-Sufu antag 17.8, UBC13 polyUb -54.3, 697 NFkB inh 26.6, Jurkat NFkB inh 3.4, EBI2 antag 2.9, APJ antagonist 12.5 and CCR6 antag 24.1.
Screening COc1ccc(C2c3ccc(O)cc3Oc3ncn4nc(-c5ccco5)nc4c32)cc1OC (stereo unspecified) returned CXCR6 block 15.1, Gli-Sufu antag 4.8, UBC13 polyUb 5.3, 697 NFkB inh 17.6, Jurkat NFkB inh -2.2, EBI2 antag 39.6, APJ antagonist 2.2 and CCR6 antag 6.7.
Cc1ccc(NC(=O)c2ccc(Nc3c([N+](=O)[O-])cc([N+](=O)[O-])cc3[N+](=O)[O-])cc2)cc1 was read as CXCR6 block 42.7*, Gli-Sufu antag -6.8, UBC13 polyUb -37.3, 697 NFkB inh -65.3, Jurkat NFkB inh -18.1, EBI2 antag 81.2*, APJ antagonist 35.0 and CCR6 antag 71.2*.
`c1ccc2c(c1)CC1(CCCC1)N=C2N1CCOCC1` gave CXCR6 block 5.0, Gli-Sufu antag 1.3, UBC13 polyUb -4.1, 697 NFkB inh 6.0, Jurkat NFkB inh 11.3, EBI2 antag -3.1, APJ antagonist -10.8 and CCR6 antag 9.0.
`CC(=O)OC[C@H]1O[C@@H](Oc2cc3ccc(=O)oc3cc2OC(C)=O)[C@H](OC(C)=O)[C@@H](OC(C)=O)[C@@H]1OC(C)=O` gave CXCR6 block -3.5, Gli-Sufu antag -4.8, EBI2 antag 3.0 and CCR6 antag 12.6.
`Cc1cc(NC(=O)c2cc(C3CC3)on2)n(-c2ccccc2)n1` gave CXCR6 block 2.7, Gli-Sufu antag -6.2, UBC13 polyUb -1.3, 697 NFkB inh -4.8, Jurkat NFkB inh -0.3, EBI2 antag -3.4, APJ antagonist 16.8 and CCR6 antag 3.1.
`C=CCC1CCCCC12NC(=O)NC2=O` (stereo unspecified) gave CXCR6 block 2.7, Gli-Sufu antag 2.5, UBC13 polyUb 5.5, 697 NFkB inh 10.5, Jurkat NFkB inh 4.1, EBI2 antag -2.6, APJ antagonist -14.0 and CCR6 antag 7.2.
For Nc1cc(N)nc(SCC(=O)NNC(=O)Cc2ccccc2)n1 the results were CXCR6 block -2.9, Gli-Sufu antag 4.0, UBC13 polyUb -5.5, 697 NFkB inh 8.8, Jurkat NFkB inh -2.5, EBI2 antag -11.4, APJ antagonist 1.5 and CCR6 antag -4.5.

Compound activity as filed in PubChem.
